Screening data: PubChem, PCMD
FXIIa inh: inhibitors of human coagulation factor XIIa; P00748; purified human FXIIa, AMC substrate fluorescence, 2 h; inhibition, % at 10 µM; 33,000 compounds, 0.2% hits; in the data active = inhibition above about 30%;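 also: 0% = enzyme with vehicle only and 100% = no enzyme blank; many of its hits are not listed in these tables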
Target sequence (P00748 20-372 limits assumed): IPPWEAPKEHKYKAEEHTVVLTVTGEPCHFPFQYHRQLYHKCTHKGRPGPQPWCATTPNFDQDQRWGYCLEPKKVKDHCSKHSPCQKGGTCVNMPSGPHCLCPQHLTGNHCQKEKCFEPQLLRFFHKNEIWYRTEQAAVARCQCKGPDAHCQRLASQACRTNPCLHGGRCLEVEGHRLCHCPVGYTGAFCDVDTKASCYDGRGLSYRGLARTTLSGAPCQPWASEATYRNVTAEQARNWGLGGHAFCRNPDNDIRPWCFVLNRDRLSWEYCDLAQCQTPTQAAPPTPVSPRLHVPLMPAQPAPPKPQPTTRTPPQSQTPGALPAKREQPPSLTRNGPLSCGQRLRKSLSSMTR
Target sequence (P00748 373-615 limits assumed): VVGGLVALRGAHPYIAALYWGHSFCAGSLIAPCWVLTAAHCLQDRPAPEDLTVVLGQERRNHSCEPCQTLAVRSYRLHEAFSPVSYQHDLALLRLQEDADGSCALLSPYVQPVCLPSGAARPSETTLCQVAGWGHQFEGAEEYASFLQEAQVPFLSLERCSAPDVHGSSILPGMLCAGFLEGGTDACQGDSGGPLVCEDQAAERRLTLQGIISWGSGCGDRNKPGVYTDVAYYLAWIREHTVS
FXIa single inh: blocks human coagulation factor XIa activity; 33,000 compounds, 0.3% hits; P03951; purified human FXIa, fluorogenic AMC substrate cleavage; inhibition, % at 10 µM;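 active = inhibition above 40% in the primary screen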;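 also: 0% = enzyme without compound and 100% = blank wells lacking enzyme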
* marks the source's active call; other numbers are inactive results. These rows are one share of the data. The share of hits here may be higher or lower than overall.

SMILES	FXIIa inh	FXIa single inh
Cc1nc2ccccc2c(=O)n1/N=C/c1ccc(O)cc1	5	-6
CSc1nc(NC(C)(C)C)nc(Oc2ccc(=O)n(C)n2)n1	7	34
COc1ccc(-c2nnc3sc(COc4ccccc4)nn23)cc1	-9	-4
Cn1nc(-c2ccc(C(=O)N3CCN(Cc4ccccc4)CC3)cc2)c2ccccc2c1=O	-15	25
Cc1cc(C)cc(OCC(=O)NC2=NCCS2)c1	8	0
COCCn1c(-c2ccc(OC)cc2)nc2oc3cc(OC)ccc3c(=O)c2c1=O	6	-5
O=C(CSCc1ccc(F)cc1)Nc1nc2c(s1)CCCC2	3	-10
CCSc1ccccc1C(=O)N1CCCC1	-11	-10
Cn1nccc1C(=O)Nc1ccc(OC(=O)c2ccnn2C)cc1	3	2
COC(=O)c1cccc(NC(=O)C2C3CCC(C3)C2C(=O)O)c1 (configuration not stated)	2	0
CCOC(=O)C1=C(c2ccccc2)OC(N)=C(C#N)C1C1CCCCC1 (configuration not stated)	5	0
Cc1ccc(C(C(=O)NC2CCCC2)N2CCCC(C)C2)cc1 (configuration not stated)	5	3
COc1ccc(OC)c(S(=O)(=O)NCc2cn3cccc(C)c3n2)c1	7	2
C=CCNC(=O)c1ccc(N(C)S(=O)(=O)c2ccc(OC)cc2)cc1	-14	23
O=C(Oc1cccc2c(OC(=O)N3CCCC3)cccc12)N1CCCC1	3	-3
O=C(O)C1C2C=CC(O2)C1C(=O)NCc1ccccc1Br (configuration not stated)	-16	15
CC(C)CC1(C)NC(=O)N(CC(=O)NC(=O)Nc2ccc3c(c2)OCCO3)C1=O (configuration not stated)	2	4
CC(=O)CC(=O)Nc1cccc2c1CCCC2	3	-3
COc1ccc(CCC(=O)Nc2cc(Cl)ccc2N2CCN(C)CC2)cc1	2	3
O=C(CC(c1ccco1)S(=O)(=O)c1ccccc1)c1ccc(F)cc1 (configuration not stated)	8	-2
Cn1nnnc1SCC(=O)NC(C)(C)C	4	-9
CC(=O)Nc1nnc(CCN2CCCCC2)s1	7	0
O=C(COc1ccc2ccccc2c1)Nc1cccc2cccnc12	7	0
c1ccc2[nH]c(CSc3ncnc4c3oc3ccccc34)nc2c1	2	-2
Cn1nc(C(F)(F)F)c2cc(NC(=O)OCC(C)(C)C)sc21	3	4
COc1ccc(Nc2nc(NCCO)nc(OC)n2)cc1	11	2
CCC(C)(C)NC(=O)c1cc(C(=O)OC)cc([N+](=O)[O-])c1	2	-5
CCN(CC)C(=O)CSc1nc2c(sc(=S)n2Cc2ccco2)c(=O)n1-c1ccccc1	9	11
N#Cc1nn(-c2ccccc2)nc1N1CCCCC1	-22	-13
O=C(NCc1cccs1)Nc1ccc(Cl)cc1	2	-1

The closing 7 entries of the part above lead into the next.
SMILES	FXIIa inh	FXIa single inh
c1ccc2[nH]c(CSc3ncnc4c3oc3ccccc34)nc2c1	2	-2
Cn1nc(C(F)(F)F)c2cc(NC(=O)OCC(C)(C)C)sc21	3	4
COc1ccc(Nc2nc(NCCO)nc(OC)n2)cc1	11	2
CCC(C)(C)NC(=O)c1cc(C(=O)OC)cc([N+](=O)[O-])c1	2	-5
CCN(CC)C(=O)CSc1nc2c(sc(=S)n2Cc2ccco2)c(=O)n1-c1ccccc1	9	11
N#Cc1nn(-c2ccccc2)nc1N1CCCCC1	-22	-13
O=C(NCc1cccs1)Nc1ccc(Cl)cc1	2	-1
CC(C)CNC(=O)c1nc(-c2ccccc2)n(-c2ccccc2)n1	-14	28
O=C(Cn1nc(-c2ccc(Cl)cc2)c2ccccc2c1=O)NCC1CCCO1 (configuration not stated)	-16	3
CCN1C(=O)CC(N2CCOCC2)C1=O (configuration not stated)	10	0
O=C(NCc1ccco1)c1cccc(N2CCCC2=O)c1	-14	18
O=C(NCc1cccnc1)C1CCCN(Cc2cnn(-c3ccccc3)c2-n2cccc2)C1 (configuration not stated)	12	1
O=C(Nc1cccnc1)C1COc2ccccc2O1 (configuration not stated)	8	7
COc1ccc(CNC(=O)C2CSC(c3ccc(OC)cc3)N2C(C)=O)cc1 (configuration not stated)	6	1
Cc1nc2cc(NC(=O)NCc3ccccc3)ccc2o1	4	-3
Cc1ccc(-c2ccc(C3C(C#N)=C(N)Oc4n[nH]c(C)c43)o2)cc1 (configuration not stated)	8	-5
O=C(Nc1ccc2nn(-c3ccccc3)nc2c1)c1ccc2c(c1)OCO2	-38	3

Compounds from the list above that have a COOH group (two):
SMILES	FXIIa inh	FXIa single inh
COC(=O)c1cccc(NC(=O)C2C3CCC(C3)C2C(=O)O)c1 (configuration not stated)	2	0
O=C(O)C1C2C=CC(O2)C1C(=O)NCc1ccccc1Br (configuration not stated)	-16	15

(listing goes on)
SMILES	FXIIa inh	FXIa single inh
CC(=O)C1=NN(c2ccccc2)C(c2cccs2)N1c1ccccc1 (configuration not stated)	-5	-7
O=c1c2ccccc2cnn1-c1ccc(Br)cc1	9	3
CCOc1ccc(NS(=O)(=O)c2ccc(OCC)c3ncccc23)cc1	13	-5
CNC(=O)C1=C(C)Nc2nc3ccccc3n2C1c1cccc(OC)c1 (configuration not stated)	3	5
CC1=NC(=O)C(N=Nc2ccccc2C)N1c1ccccc1 (configuration not stated)	3	7
CCC1CCCCN1CCNS(=O)(=O)c1ccc2c(c1)CCN2C(C)=O (configuration not stated)	3	8
O=C1C2CC=C(Cl)CC2C(=O)N1CCCCCCN1C(=O)C2CC=C(Cl)CC2C1=O (configuration not stated)	10	-3
CN(C)CCNC(=O)c1ccccc1	4	6
Cc1cc(C)n(-c2ccc(C(=O)Nc3ccc(N4CCOCC4)cc3)cc2)n1	10	-10
O=C(CSc1nnnn1-c1cccc2c1CCCC2)N1CCCC1	9	0
COc1ccccc1N1CCN(S(=O)(=O)Cc2ccccc2Cl)CC1	-2	-2
COc1cc(CNC(=O)c2ccc(Cn3nc(C)c(Cl)c3C)o2)cc(OC)c1	8	-1
c1ccc2oc(-c3nn4c(Cn5cnc6ccccc65)nnc4s3)cc2c1	10	1
O=C1CSC(c2cccc(F)c2)N1c1ccc(O)cc1 (configuration not stated)	20	0
CCN1CCc2c(C#N)c(N3CCCCC3)nc(NCc3ccccc3)c2C1	4	4
O=C(CSCc1ccc(F)cc1)N1CCN(c2ccccc2)CC1	6	4
Cc1ccc(OC(=O)c2cc3ccccc3o2)cc1	-3	-1
Cn1cccc1C(=O)NC(=O)COC(=O)c1ccccc1Sc1ccccc1C#N	4	-2
O=C(Nc1ccc(Br)cc1)/C(=C/c1cccc([N+](=O)[O-])c1)NC(=O)C1CCCCC1	3	-6
COc1cc(NS(=O)(=O)c2ccc(NS(=O)(=O)c3ccccc3)cc2)nc(OC)n1	4	6
Cn1c(SCC(=O)NC2CCCCC2)nnc1-c1cc2ccccc2o1	0	1
CN(C)S(=O)(=O)c1ccc(C(=O)NCCOc2ccccc2)cc1	3	-2
Cc1cc[n+](-c2nc([O-])n(-c3ccccc3)c2C=O)cc1	1	-4
COc1ccccc1NC(=O)C(CC=C(Cl)Cl)C(C)=O (configuration not stated)	2	-11
COc1ccc(-c2nc3n(c(=O)c2C#N)CCCS3)cc1	4	-2
O=C(N/C(=N\O)c1ccccc1)Nc1ccc(Cl)cc1	22	6
CCN(CC)S(=O)(=O)c1ccc(NC(=O)CN(c2cccc(C)c2)S(C)(=O)=O)cc1	4	-1
COc1ccccc1CNC(=O)CCNS(=O)(=O)c1cccc2nsnc12	8	-9
Cc1cc(C)c(C(=O)CSC2=NC(N)=C(C#N)C3(CCCCC3)C2C(N)=O)cc1C (configuration not stated)	3	6
Cc1ccccc1C(=O)Nc1nc2n(n1)C(c1ccccc1)CC(=O)N2 (configuration not stated)	-4	-7
c1ccc(Oc2cccc(OCCCn3cncn3)c2)cc1	12	-6
CCOC(=O)c1cnn(-c2ncnc3c2oc2ccccc23)c1N	5	0
COc1ccccc1NC(=O)CN(c1ccccc1F)S(C)(=O)=O	-1	-4
CCOC(=O)c1cnc2ccc(Br)cc2c1NCCO	6	11
CCOc1ccc2nc(NCCCNS(=O)(=O)c3ccc(C)cc3)c(C#N)cc2c1	-1	5
Oc1ccccc1-c1nc(N2CCN(Cc3ccccc3)CC2)c2ccccc2n1	8	7
CCOCCCN1C(=O)CN(C2CCCCCC2)C(=O)C1c1ccc(OC)cc1 (configuration not stated)	5	-1
CCCCNC(=O)Nc1nnc(-c2ccccc2)o1	3	13
COc1ccccc1C(O)Cc1nc2ccccc2n1C (configuration not stated)	10	5
CCOC(=O)c1ccc2c(c1)nc(SCC(=O)NC(C)C)n2CC	2	-12
CC(=O)Nc1ccc(N/C=C/C(=O)c2ccc(C)o2)cc1	7	3
CCOC(=O)Nc1sc(C(=O)N(C)C)c(C)c1C(=O)OCC	7	-4
O=C(CSc1nc2ccccc2o1)c1ccc2c(c1)OCCO2	5	-6
CC(C)NS(=O)(=O)c1ccc(OCC(=O)NCc2cccnc2)cc1	0	0
CCN1CCN(C(=O)c2cc(-c3cccnc3)nc3ccc(Br)cc23)CC1	-4	-1
COc1ccccc1Oc1ccc(S(=O)(=O)Nc2cccnc2)cc1	6	0
CCN(CC)CCNc1ncnc2c1sc1nc(N3CCOCC3)c3c(c12)CC(C)(C)SC3	9	-4
N#CCCn1c(C2CCCCC2)nc2ccccc21	3	-3
CCOc1ccc(C(=O)OCC(=O)c2c(N)n(C)c(=O)n(C)c2=O)cc1OCC	5	6
CCOc1ccc(NC(=O)N2CCC(c3ccc(C)cc3)C2)cc1 (configuration not stated)	3	6

Part of the list above in order of number of heavy atoms, smallest number first:
SMILES	FXIIa inh	FXIa single inh
CCOC(=O)Nc1sc(C(=O)N(C)C)c(C)c1C(=O)OCC	7	-4
O=C(CSc1nc2ccccc2o1)c1ccc2c(c1)OCCO2	5	-6
CCOc1ccc(NC(=O)N2CCC(c3ccc(C)cc3)C2)cc1 (configuration not stated)	3	6
COc1ccccc1Oc1ccc(S(=O)(=O)Nc2cccnc2)cc1	6	0
CCN1CCN(C(=O)c2cc(-c3cccnc3)nc3ccc(Br)cc23)CC1	-4	-1
CCOc1ccc(C(=O)OCC(=O)c2c(N)n(C)c(=O)n(C)c2=O)cc1OCC	5	6

The list goes on.
SMILES	FXIIa inh	FXIa single inh
CCc1nnc(NC(=O)CSc2nnc(COc3ccccc3)n2-c2ccc(C)cc2)s1	1	-4
CC(COc1ccccc1)N(CCCl)Cc1ccccc1 (configuration not stated)	1	2
CC(C)CNC(=O)COC(=O)c1cncc(Br)c1	8	-3
Cc1ccc(S(=O)(=O)N2CCN(C(=O)CSc3ncc(C(F)(F)F)cc3Cl)CC2)cc1	-12	8
CCOC(=O)c1c(NC(=O)CSc2nnc(-c3cccnc3)n2Cc2ccco2)sc(C)c1C	-17	1
Cc1ccc(-c2nnc(SCc3ccccc3F)o2)cc1	2	0
Cc1ccc(NC(=O)N(CCCN2CCOCC2)Cc2cccs2)cc1C	-33	-10
CCOc1ccccc1NC(=O)COn1nnc2ccc(Cl)cc21	5	-15
N/C(=N\OS(=O)(=O)c1ccccc1)c1ccncc1	4	8
Cc1cc(C(=O)Nc2ccccc2)oc1C	-18	3
COC(=O)c1cc(S(=O)(=O)N2CCOCC2)c(Cl)cc1N1CCOCC1	3	-11
COc1ccc2[nH]c3c(N4CC(C)OC(C)C4)ncnc3c2c1 (configuration not stated)	2	0
Cc1noc(N)c1C(=O)Nc1ccccc1F	8	2
CC(C)C(NC(=O)c1ccc(Cl)cc1)C(=O)NC1=NCCS1 (configuration not stated)	3	5
CCC(C)C(NC(=O)C(N)CC(C)C)C(=O)NC(CCC(=O)OCc1ccccc1)C(N)=O (configuration not stated)	-5	-3
Cn1c(CN2CCCCC2)nc2cc(NC(=O)c3ccc(Cl)cc3)ccc21	5	1
CCN(CC)C(=O)Cn1cnc2ccccc2c1=O	4	-6
CCCNC(=O)CC1C(=O)N(Cc2ccccc2)C(C)c2nc3ccccc3n21 (configuration not stated)	-13	34
CC(=O)N(Cc1cc2c(C)cc(C)cc2[nH]c1=O)C1CCCCC1	9	2
COC(=O)C(NC(=O)C(C)Oc1ccccc1)C(C)C (configuration not stated)	7	6
CC(=O)NCCOc1cccc2ccccc12	6	-6
CN1C(=O)CC(C(=O)O)SC1=Nc1ccc(F)cc1 (configuration not stated)	7	0
O=c1nc(/C=C/c2cc([N+](=O)[O-])ccc2Cl)cc(C(F)(F)F)[nH]1	3	-2
Cc1cccc(C(=O)O/N=C2/CC3CCC2(C)C3(C)C)c1 (configuration not stated)	2	5
Cc1ccc(Cn2nc(C)c(NC(=O)c3cc(-c4ccco4)on3)c2C)cc1	19	0
COc1ccc2nc(NC(=O)CNS(=O)(=O)c3cccs3)sc2c1	5	-3
Cc1cccc(CC2CC(=O)N(c3ncccn3)C2=O)c1 (configuration not stated)	1	-1
CCn1c(=O)n(CCOC)c(=O)c2c3c(sc21)CCCC3	3	-2
COCC(=O)N1CCCc2ccccc21	2	2
CCCC(=O)Nc1ccc(NC(=O)c2ccco2)cn1	6	3
